Spn MK inh – S. pneumoniae mevalonate kinase inhibition | purified MK, PK/LDH-coupled NADH absorbance 340 nm | inhibition, % at 10 µM | 0.48% of 65,000 active | AID 555;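 active = ranked among the strongest by inhibition in the single 10 µM screen, a fixed top-ranked set picked for dose follow-up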; note: no value below 0 was filed
DPM-DC inhibit – blocks S. pneumoniae diphosphomevalonate decarboxylase; purified DPM-DC, PK/LDH coupled NADH fluorescence; calls only at 10 µM; 0.49% of 65,000 active;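 active = the 320 compounds with the highest percent inhibition in the single-dose primary screen, excluding strongly autofluorescent ones, cut at about 32% in these data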;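 note: kinetic rate of NADH fluorescence loss reporting ADP formed by the decarboxylase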
HT1080 cytotoxicity – cytotoxicity in HT1080 fibrosarcoma cells, cell-based, fluorescence readout (AID 620); 0.42% of 87,000 active; one-dose cytotoxicity, % at 10 µM; EC50 in µM for titrated hits; HT1080 viability, fluorescence; higher % means a stronger effect;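 note: cells exposed to compound overnight then 4 h with Alamar Blue; 0% = vehicle DMSO and 100% = killing control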
Bfl-1 displacement – Bfl-1 inhibitors, primary screen, biochemical, fluorescence polarization, FITC-Bid, mouse (AID 432). FITC-Bid BH3 peptide fluorescence polarization displacement; higher % means a stronger effect. displacement, % at 20 µM, or IC50 in µM where a hit was titrated. 0.02% of 64,000 active; in the data active = a potency from the dose series; inactive = the rest, 99 in 100 with displacement below about 15%; note: strong numbers were not always called active
HPDE-C7 cytotoxicity – HPDE-C7 pancreatic duct cell viability loss – fluorescence, HTS (AID 430). HPDE-C7 pancreatic duct cells viability, fluorescence; higher % means a stronger effect. one-dose cytotoxicity, % at 10 µM; EC50 in µM for titrated hits. 1.8% of 63,000 active;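 note: cells exposed to compound for 48 hours before viability readout; 0% = vehicle and 100% = reference cytotoxic drug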
KRASV12 cytotoxicity – cytotoxicity in KRAS-transformed pancreatic duct cells, primary screen, cell-based, fluorescence, HTS (AID 431); 1.7% of 63,000 active; HPDE-C7K KRASV12 cells, Alamar Blue viability, 48 h; higher % means a stronger effect; one-dose cytotoxicity, % at 10 µM; EC50 in µM for titrated hits;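 active = compounds whose percent cytotoxicity in the single-dose primary screen, scaled between solvent and toxic-drug controls, exceeds 50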;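 note: 0% = DMSO solvent wells and 100% = doxorubicin-treated wells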
LYP phosphatase – LYP phosphatase inhibitors, primary screen, biochemical, DiFMUP fluorescence, recombinant catalytic domain, 10 µM (AID 606) | recombinant LYP catalytic domain, DiFMUP fluorescence; higher % means a stronger effect | one-dose inhibition, % at 10 µM; IC50 in µM for titrated hits | 52,000 tested, under 10 active;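 active = IC50 under 40 µM in the dose-response test; inactive = IC50 of 40 µM or more, or never dose-tested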
Spn PMK inh – inhibitors of Streptococcus pneumoniae phosphomevalonate kinase; purified PMK, PK/LDH-coupled NADH absorbance 340 nm; inhibition, % at 10 µM; AID 539; 0.49% of 65,000 active;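 active = top-ranked compounds by inhibition in the single 10 µM screen, taking a fixed number of the strongest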;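 note: 0% = full reaction with DMSO carrier and 100% = background rate without enzyme reaction; no value below 0 was filed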
Alkaline phosphatase – human TNAP enzyme inhibitors, biochemical, luminescent (AID 518); purified TNAP enzyme, luminescent substrate readout; higher % means a stronger effect; inhibition, % at 20 µM; hits with a dose series show IC50 in µM; 0.09% of 64,000 active; in the data active = a potency from the dose series; inactive = the rest, 99 in 100 with inhibition below about 22%;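 note: plate controls were vehicle for no effect and reference inhibitor for full effect; many of its hits are not listed in these tables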
Spn PMK inh pilot replicates – also measured in Spn PMK inh; calls as there; inhibition, %; measured here: pilot screen replicates
Spn MK inh pilot replicates – also measured in Spn MK inh; calls as there; inhibition, %; measured here: pilot screen replicates
DPM-DC inhibit pilot screen % – also measured in DPM-DC inhibit; calls as there; inhibition, %; measured here: pilot screen trials
The depositor's hits bear a star; i = inactive; · = not tested or not shown. Cut-off read from the data, not from the text of the source, unless noted: active = cytotoxicity above about 50%; inactive = the rest. Hits appear at their usual frequency. Share with any hit: about 3.4%.

SMILES	Spn MK inh	DPM-DC inhibit	HT1080 cytotoxicity	Bfl-1 displacement	HPDE-C7 cytotoxicity	KRASV12 cytotoxicity	LYP phosphatase	Spn PMK inh	Alkaline phosphatase	others
COC(=O)c1ccccc1NC(=O)C1CC(c2ccccc2O)=NO1 (stereo unspecified)	5	i	4%	-8%	-4%	7%	-28%	0	13%
O=C(O)CC1C(=O)NCCN1C/C=C/c1ccccc1 (stereo unspecified)	1	i	6%	2%	-5%	-4%	-13%	17	2%
CCCCN1CC(O)=C(c2nc3ccccc3s2)C1=N	4	i	-2%	7%	-5%	7%	10%	0	-6%
CC(=O)c1ccc(N2C(=O)C3C(C2=O)C(C(=O)c2ccc(Cl)cc2)N2CCCC32)cc1 (stereo unspecified)	5	i	-2%	42%	25%	21%	18%	2	10%
Cc1ccc(N2CN=c3s/c(=C\c4ccccn4)c(=O)n3C2)cc1	3	i	1%	-2%	-8%	-13%	6%	0	-1%
O=C(c1cccnc1)N1CCc2ccccc21	7	i	-3%	-6%	1%	4%	·	2	19%	Spn PMK inh pilot replicates=6.0;Spn MK inh pilot replicates=3.5;DPM-DC inhibit pilot screen %=4.0
C=CCNCc1cccn1-c1sc2c(c1C#N)CCCC2	38	i	·	1%	-2%	0%	·	0	2%
Cc1ccc2c(c1)-c1c(cnn1CC(=O)N1CCCN(Cc3ccccc3F)C1)CO2	6	i	-9%	6%	-3%	4%	-1%	7	·
Cc1cc(N2C(=O)C(=O)/C(=C(/O)c3ccccc3)C2c2cccs2)no1 (stereo unspecified)	0	i	26%	0%	35%	41%	8%	7	5%
Cc1ccc(S(=O)(=O)NCCNC(=O)N2CCOCC2)cc1	10	i	6%	1%	-8%	-1%	-11%	13	4%
O=C(O)c1cccc(S(=O)(=O)N2CCOCC2)c1	0	i	1%	-1%	-19%	-2%	6%	0	16%	Spn PMK inh pilot replicates=0.0;Spn MK inh pilot replicates=1.5;DPM-DC inhibit pilot screen %=1.0
Cc1nc2c(=O)oc3ccccc3c2n1-c1ccccc1	5	i	4%	-6%	1%	-7%	0%	3	6%	Spn PMK inh pilot replicates=0.0;Spn MK inh pilot replicates=0.0;DPM-DC inhibit pilot screen %=0.0
c1ccc(-c2nc(N3CCOCC3)c3ccccc3n2)nc1	10	i	-4%	-7%	-5%	2%	10%	5	-1%
CCOC(=O)N1CCC(N(C(=O)Nc2cccc(OC)c2)C(C)CC)CC1 (stereo unspecified)	0	i	10%	-3%	-24%	-5%	13%	1	11%	Spn PMK inh pilot replicates=4.5;Spn MK inh pilot replicates=5.5;DPM-DC inhibit pilot screen %=0.0
Cc1ccc(-c2nnc(OCCN3CCOCC3)c3ccccc23)cc1	0	i	-3%	-7%	1%	-2%	13%	6	8%
CC(C)n1c(N2CCN(C(=O)c3cccs3)CC2)nc2ccccc21	0	i	-5%	1%	7%	12%	·	6	-7%
CCOc1ccc(C(=O)Nc2c3c(nn2-c2cccc(C)c2C)CS(=O)C3)cc1 (stereo unspecified)	0	i	-2%	-3%	-6%	-6%	-2%	3	8%
COc1cccc2c1OC1(C)CC2NC(=O)N1c1cccc(C(=O)Nc2ccc3c(c2)OCCO3)c1 (stereo unspecified)	0	i	·	1%	3%	12%	9%	13	11%
COC(=O)C1=C(C)N(C)C(=O)NC1c1ccccc1 (stereo unspecified)	4	i	1%	-12%	-15%	6%	9%	14	10%
CCn1c(CNC(=O)COc2c(C)cccc2C)nnc1SCC(=O)Nc1nccs1	16	i	-6%	-6%	-3%	-8%	10%	0	8%
Cc1nc(SCc2nnc(-c3ccc(Cl)cc3)o2)c2c3c(sc2n1)CCC3	1	i	-9%	-12%	-13%	-15%	·	0	6%
O=C1c2ccccc2S(=O)(=O)N1CCOc1ccccc1	0	i	-8%	0%	8%	-3%	·	10	8%
CC1CCN(S(=O)(=O)c2cccc(C(=O)NCc3cccs3)c2)CC1	1	i	-4%	4%	6%	8%	15%	6	9%
CN1CCN(S(=O)(=O)c2ccc(Sc3nnc(-c4cccs4)n3-c3ccccc3)nc2)CC1	6	i	0%	3%	-6%	-6%	2%	21	18%	Spn PMK inh pilot replicates=1.5;Spn MK inh pilot replicates=0.0;DPM-DC inhibit pilot screen %=0.5
Cc1ccc(C(=O)NCC2CCCO2)cc1N1CCCC1=O (stereo unspecified)	1	i	7%	-7%	-7%	0%	·	15	0%
CCCn1c(N2CCN(CC(=O)Nc3ccc4c(c3)OCCO4)CC2)nc2ccccc21	0	i	-3%	-8%	10%	7%	4%	14	9%	Spn PMK inh pilot replicates=4.5;Spn MK inh pilot replicates=0.0;DPM-DC inhibit pilot screen %=0.5
Cc1sc2nc3ccc(N4CCCCC4)nn3c(=O)c2c1C	4	i	-3%	0%	8%	-3%	12%	7	8%
COc1ccc(S(=O)(=O)N2CCSC2c2ccc(N)cc2)cc1 (stereo unspecified)	1	i	0%	-6%	-4%	7%	0%	15	12%
Cc1cc(S(=O)(=O)NC2CCCCC2)ccc1OCC(=O)NCc1ccccn1	0	i	0%	3%	-38%	-21%	16%	7	10%	Spn PMK inh pilot replicates=0.5;Spn MK inh pilot replicates=1.5;DPM-DC inhibit pilot screen %=0.5
CCOC(=O)C1=C(C)Nc2nnnn2C1c1ccc(OC)c(Br)c1 (stereo unspecified)	3	i	23%	0%	22%	27%	9%	0	15%	Spn PMK inh pilot replicates=0.0;Spn MK inh pilot replicates=3.0;DPM-DC inhibit pilot screen %=0.0
CC(C)CCOc1ccc(C2(C)NC(=O)N(CN3CCOCC3)C2=O)cc1 (stereo unspecified)	8	i	1%	4%	2%	16%	-4%	9	6%
O=S(=O)(NCCc1csc(-c2cccnc2)n1)c1ccc(Cl)s1	2	i	-5%	2%	-11%	-2%	13%	0	9%
O=C(O)CSC1CC(=O)N(c2ccc(Cl)c(Cl)c2)C1=O (stereo unspecified)	11	i	-2%	-7%	-3%	-4%	6%	14	15%	Spn PMK inh pilot replicates=3.0;Spn MK inh pilot replicates=0.0;DPM-DC inhibit pilot screen %=0.5
C/C(N)=C(/C#N)C(=O)COC(=O)CSc1ccccc1	0	i	-3%	-9%	2%	5%	8%	6	-2%
COCCn1c(SCC(=O)Nc2ccc(S(=O)(=O)N3CCOCC3)cc2)nc2ccccc21	6	i	-5%	-5%	-8%	-10%	·	0	9%
O=C(Nc1ccccc1-c1nc2ccccc2o1)c1ccc2c(c1)OCCO2	10	·	-1%	-6%	77%*	79%*	-6%	8	15%	Spn PMK inh pilot replicates=4.5;Spn MK inh pilot replicates=0.0
Nc1ccc2c(c1)N1CCN=C1S2	3	i	4%	-3%	-7%	3%	14%	6	5%
Cc1noc(C(=O)Nc2sc3c(c2C#N)CCC3)c1Cl	11	i	7%	9%	19%	26%	·	5	12%
O=C(Nc1ccc(Oc2ccc(Cl)cc2)cc1)c1ncn[nH]1	1	i	3%	-3%	12%	27%	3%	0	-4%
O=C1CN(C(=O)c2ccc(Br)o2)C(c2ccc(F)cc2)c2cc(F)ccc2N1 (stereo unspecified)	13	i	7%	·	·	·	-20%	17	·
O=C(Nc1ccc(N2CCOCC2)cc1)C1(S(=O)(=O)c2ccccc2)CC1	2	i	4%	2%	-19%	-17%	6%	1	6%
CCCSCCCNC(=O)Cn1cc2c(n1)CCC(C)C2 (stereo unspecified)	9	i	6%	4%	-3%	5%	-7%	4	12%	Spn PMK inh pilot replicates=0.0;Spn MK inh pilot replicates=3.0;DPM-DC inhibit pilot screen %=0.0
COC(=O)c1ccc(C2C(C(C)=O)=C(C)Nc3ncnn32)cc1 (stereo unspecified)	2	i	-4%	6%	-3%	10%	2%	2	3%
O=C(c1ccncc1)N1CCN(C(=O)c2cccs2)CC1	11	i	6%	1%	-5%	11%	1%	6	16%	Spn PMK inh pilot replicates=4.5;Spn MK inh pilot replicates=2.5;DPM-DC inhibit pilot screen %=4.0
CC1CCN(c2ncnc3c2cnn3-c2ccccc2)CC1	8	i	4%	-9%	0%	-3%	13%	3	12%
COc1cc(C)c(Cl)cc1S(=O)(=O)NCc1ccncc1	10	i	-3%	-1%	-1%	-10%	-3%	0	9%
CCOCCCn1c(=S)[nH]c2cc(C(=O)NCCN(CC)CC)ccc2c1=O	6	i	-6%	-7%	2%	3%	·	18	8%
O=c1c2cc(Cl)ccc2oc2nc3n(c(=O)c12)CCCS3	7	i	18%	2%	6%	9%	·	7	6%

Random excerpt: 2 entries already listed, in no set order.
SMILES	Spn MK inh	DPM-DC inhibit	HT1080 cytotoxicity	Bfl-1 displacement	HPDE-C7 cytotoxicity	KRASV12 cytotoxicity	LYP phosphatase	Spn PMK inh	Alkaline phosphatase	others
c1ccc(-c2nc(N3CCOCC3)c3ccccc3n2)nc1	10	i	-4%	-7%	-5%	2%	10%	5	-1%
O=C(c1ccncc1)N1CCN(C(=O)c2cccs2)CC1	11	i	6%	1%	-5%	11%	1%	6	16%	Spn PMK inh pilot replicates=4.5;Spn MK inh pilot replicates=2.5;DPM-DC inhibit pilot screen %=4.0

(further entries)
SMILES	Spn MK inh	DPM-DC inhibit	HT1080 cytotoxicity	Bfl-1 displacement	HPDE-C7 cytotoxicity	KRASV12 cytotoxicity	LYP phosphatase	Spn PMK inh	Alkaline phosphatase	others
CC(C)Cc1cc(C(=O)Nc2cc(Cl)ccc2Cl)no1	4	i	2%	1%	-16%	2%	4%	1	7%
CCOC(=O)c1ccccc1NC(=O)N1CCn2c(C)ccc2C1CC (stereo unspecified)	2	i	-26%	-1%	-9%	-8%	-1%	15	5%	Spn PMK inh pilot replicates=0.0;Spn MK inh pilot replicates=0.0;DPM-DC inhibit pilot screen %=9.0
Fc1ccc(CNc2ccc(CNc3ncn[nH]3)cc2)cc1	11	i	·	-5%	12%	14%	3%	6	-1%
N#C/C(C(=O)NCc1ccco1)=C1/SC(Cc2ccc(Cl)cc2)C(=O)N1c1ccccc1 (stereo unspecified)	3	i	1%	-1%	26%	35%	3%	3	12%
COc1ccc(OC)c(NC(=O)C2CCCN(S(=O)(=O)c3cccc4cccnc34)C2)c1 (stereo unspecified)	3	i	-6%	-2%	2%	3%	-4%	10	16%
Cc1nc2ccc(S(=O)(=O)NC(C(=O)N3CCCCCC3)C(C)C)cc2s1 (stereo unspecified)	2	i	8%	-4%	-1%	2%	-6%	6	6%
CC1(C)CN(O)CCN1O	0	i	22%	4%	-9%	-18%	·	2	4%
CCOC(=O)c1ccc(NC(=O)CC2C(=O)N(c3cccc(OC)c3)C(=O)N2CCOC)cc1 (stereo unspecified)	2	i	8%	-2%	0%	12%	16%	7	2%
CCOc1cc(-c2nc(-c3ccccc3OC)no2)cc(OCC)c1OCC	4	i	-9%	-10%	-7%	-5%	8%	5	21%	Spn PMK inh pilot replicates=0.0;Spn MK inh pilot replicates=0.0;DPM-DC inhibit pilot screen %=2.5
COC(=O)CSc1cc(C(=O)c2nccn2C)c2ccccc2n1	0	i	-2%	-4%	13%	27%	·	6	1%
CCOC(=O)C1=C(C)NC2=C(C(=O)c3ccccc32)C1c1cccnc1 (stereo unspecified)	3	i	3%	-6%	-8%	12%	16%	2	5%
Cc1cccc(C)c1NC(=O)CSc1nnc(-c2ccoc2C)n1CCc1ccccc1	0	i	-8%	-5%	·	·	-13%	0	8%

Bioassay records as filed in PubChem.
